High-throughput results: PubChem, Sanford-Burnham Center for Chemical Genomics
APOBEC3A inh: blocks human APOBEC3A ssDNA deamination | hit rate 0.41% among 330,000 | recombinant A3A, FAM/TAMRA ssDNA deamination fluorescence | inhibition, % at 20 µM | AID 493011;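 active = at least 40% inhibition at 20 µM here, with at most 30% in a related deaminase screen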;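 note: plate controls were A3A with DMSO for no effect and wells lacking A3A enzyme for full effect; some results filed as inactive read as strong as hits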
A3G deaminase: blocks human APOBEC3G single-stranded DNA deamination | recombinant A3G, ssDNA deamination FAM/TAMRA fluorescence | inhibition, % at 20 µM | hit rate 0.28% among 330,000 | AID 493012;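 active = inhibition of at least 40% at 20 µM, with no more than 30% in the related APOBEC3A deaminase screen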;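 note: plate controls were DMSO wells with A3G for no effect and wells lacking A3G enzyme for full effect; some compounds called inactive have numbers as strong as hits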
Target sequence (Q9HC16 whole entry, looked up): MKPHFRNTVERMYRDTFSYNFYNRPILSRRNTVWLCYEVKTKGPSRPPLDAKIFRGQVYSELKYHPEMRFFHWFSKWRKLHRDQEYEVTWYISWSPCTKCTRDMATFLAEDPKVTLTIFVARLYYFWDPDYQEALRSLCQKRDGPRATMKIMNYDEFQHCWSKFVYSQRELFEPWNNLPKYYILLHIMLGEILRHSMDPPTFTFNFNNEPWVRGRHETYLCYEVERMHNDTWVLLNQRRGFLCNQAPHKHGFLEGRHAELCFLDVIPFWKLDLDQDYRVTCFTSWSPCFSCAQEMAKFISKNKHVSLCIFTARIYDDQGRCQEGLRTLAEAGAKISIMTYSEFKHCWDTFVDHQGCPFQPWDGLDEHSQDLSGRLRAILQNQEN
mIAP inh: blocks mouse intestinal alkaline phosphatase; purified mouse IAP, CDP-Star luminescence, 30 min; inhibition, % at 10 µM; hit rate 0.2% among 330,000; AID 2806;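 active = inhibition of at least 40% at 10 µM in the primary screen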;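 note: plate controls were DMSO with enzyme for no effect and no enzyme wells for full effect; values of inactives mirror those of a sister screen read the other way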
tim10-1 inh: tim10-1 yeast growth inhibition; S. cerevisiae tim10-1 ts strain growth, BacTiter-Glo, 24 h; AID 463190; hit rate 2.2% among 330,000; inhibition, % at 20 µM;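 active = inhibition of at least 40%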;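 note: mutant grown at 25 °C; 0% = DMSO wells with yeast and 100% = wells holding no yeast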
NLRP3 yeast inh: blocks the NALP3 inflammasome reconstituted in yeast; hit rate 0.39% among 330,000; Yeast reconstituted NLRP3/ASC/caspase-1, beta-gal luminescence, 24 h; inhibition, % at 10 µM;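 active = inhibition of 50% or more; inactive = inhibition below 50%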;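 note: plate controls were induced DMSO wells for no effect and uninduced yeast grown without galactose for full effect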
TIM10 inh: TIM10 yeast growth inhibition. S. cerevisiae TIM10 strain growth, BacTiter-Glo luminescence, 24 h. inhibition, % at 10 µM. hit rate 1.4% among 330,000;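 active = inhibition of 40% or more at the single tested concentration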;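 note: wild-type TIM10 isogenic control strain grown at permissive 25 °C; 0% = DMSO yeast wells and 100% = minimal medium wells without yeast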
hIAP block: human IAP inhibition; purified IAP, CDP-Star luminescence, 30 min; inhibition, % at 10 µM; hit rate 0.12% among 330,000; P09923;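 active = inhibition reaching a set limit with compound at 10 µM in the primary screen, cut at about 35% in these data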;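 note: plate controls were DMSO wells with enzyme for no effect and no-enzyme buffer wells for full effect; values of inactives mirror those of a sister screen read the other way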
Target sequence (P09923 whole entry, looked up): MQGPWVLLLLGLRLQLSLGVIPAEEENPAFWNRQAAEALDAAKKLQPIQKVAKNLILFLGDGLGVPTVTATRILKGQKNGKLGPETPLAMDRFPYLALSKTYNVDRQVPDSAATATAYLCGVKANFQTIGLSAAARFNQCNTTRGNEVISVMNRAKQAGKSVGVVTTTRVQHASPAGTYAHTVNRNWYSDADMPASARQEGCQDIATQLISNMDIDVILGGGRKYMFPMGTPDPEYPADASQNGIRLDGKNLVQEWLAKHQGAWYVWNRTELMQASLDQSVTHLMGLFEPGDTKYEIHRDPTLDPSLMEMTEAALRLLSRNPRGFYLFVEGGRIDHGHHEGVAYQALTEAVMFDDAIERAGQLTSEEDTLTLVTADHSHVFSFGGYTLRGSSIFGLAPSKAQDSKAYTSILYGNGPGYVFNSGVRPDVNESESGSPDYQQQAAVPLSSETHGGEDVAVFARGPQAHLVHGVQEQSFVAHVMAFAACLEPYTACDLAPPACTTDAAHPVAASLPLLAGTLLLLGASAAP
mIAP act: increases mouse intestinal alkaline phosphatase activity; AID 2805; hit rate 0.24% among 330,000; muIAP, CDP-Star luminescence, 30 min; hits give high values; 1 = vehicle-only enzyme signal, 0 = enzyme-free wells; activation factor at 10 µM;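 active = activation factor of at least 2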; note: the source names both 10 and 20 µM as test concentration; values of inactives mirror those of a sister screen read the other way
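also added = chemiluminescent substrate CDP-Star | test system = mouse IAP enzyme | signal = chemiluminescence readout | compound = DMSO-dissolved test compounds | incubation = 30 min at room temperature | benchmarks = DMSO wells, no-enzyme wells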
MIN6 prolif: MIN6 beta-cell proliferation induction. proliferation, % at 10 µM. MIN6 cells proliferation, ATPlite luminescence, 48 h; cells starved in 0.2% serum; 100% = growth in 10% serum. AID 2380. hit rate 0.29% among 330,000;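 active = compounds whose signal lies at least 3.5 SD above the mean of all wells on their plate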;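 note: 0% = DMSO-treated cells in low-serum medium and 100% = 10% serum control; some compounds called inactive have numbers as strong as hits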
Numbers without * were called inactive.

SMILES	APOBEC3A inh	A3G deaminase	mIAP inh	tim10-1 inh	NLRP3 yeast inh	TIM10 inh	hIAP block	mIAP act	MIN6 prolif
CCCNC(=O)c1ccccc1NC(=O)c1ccccc1N(C)S(=O)(=O)c1ccccc1	-1	-6	-3	12	10	6	-11	1	0
COc1ccc(OCCSc2nnc(-c3cccnc3)n2N)cc1	1	-4	10	1	6	5	-3	0.9	3
COc1cccc(NC(=O)Nc2ccc3c(c2)N(C)C(=O)CS3)c1	7	2	-170	19	0	2	-18	2.7*	2
CC(=O)NC(CC(=O)Nc1cccc(S(=O)(=O)N2CCCCC2)c1)c1ccccc1 (stereo not drawn)	3	-2	-18	0	14	-1	-2	1.2	-6
CCn1nc(C(=O)NCc2nnc3ccccn23)c2ccccc2c1=O	1	-1	-4	-5	12	-6	-8	1	-1
CC(=O)c1c(C)n(C)c2ccc(O)cc12	4	-2	0	3	16	-7	-8	1	-2
CCc1nnc(NC(=O)C2CCCO2)s1 (stereo not drawn)	-2	1	-8	-4	10	13	11	1.1	-2
CC(C)(C)OC(=O)N1CCC(C(=O)Nc2ccc3c(c2)CCC3)CC1	2	-3	-29	23	26	13	2	1.3	-3
COc1ccc(-n2nc(C(=O)NCCCN3CCOCC3)c3ccccc3c2=O)c(OC)c1	-5	-8	-3	12	3	8	8	1	3
CCCCC1=CC2=C(c3ccco3)C(=O)C(C)(OC(=O)c3ccc(OC)cc3)C(=O)C2=CN1CCCOC(C)C (stereo not drawn)	0	-7	4	4	21	5	-3	0.96	1
COc1ccccc1/C=C1\SC(=S)N(CCC(=O)Nc2cccc(O)c2)C1=O	-1	-5	4	11	22	5	-16	0.96	-4
COc1cccc(/C=N/NC(=O)CC(=O)NCCc2ccc(OC)c(OC)c2)c1	1	-4	16	3	8	3	-3	0.84	-1
O=C(CSc1ccccc1Cl)NC1CCCc2ccccc21 (stereo not drawn)	9	2	8	14	6	11	1	0.92	0
CCc1ccc(NC(=S)N2CCC(NC(=O)c3ccccc3)CC2)cc1	-6	-10	3	-11	16	3	-11	0.97	-2
CN(C(=O)CSc1nc(C2CC2)nc2ccccc12)c1nc(-c2ccccc2)cs1	-7	-10	2	22	2	6	-3	0.98	-5
COc1cccc(NS(=O)(=O)c2ccc3c(c2)CCCN3C(C)=O)c1	-4	-6	6	9	-3	8	5	0.94	-3
O=C(NCCN1CCN(c2ccccc2)CC1)C1(S(=O)(=O)c2ccc(Cl)cc2)CC1	-4	-10	-15	22	8	5	-11	1.1	-4
CC(C)Nc1nnc(SCC(=O)N2CCN(C(=O)c3ccco3)CC2)s1	6	11	-12	18	18	14	-17	1.1	-2
Nc1c2c(nn1-c1ccccc1)CCC2	-5	-9	2	-14	27	7	-12	0.98	-5
CCOC(=O)c1c(NC(=O)CSc2nnc(-c3cccnc3)o2)sc2c1CCC2	-3	-3	12	21	9	13	-6	0.88	-2
CCOc1ccc(NC2OC(C)C(O)C(O)C2O)c([N+](=O)[O-])c1 (stereo not drawn)	3	-1	-4	1	7	-8	2	1	-2
C/C(=N\NC(=O)c1ccncc1)c1ccc(N(C)C)cc1	-2	19	4	-7	9	11	-15	0.95	-1
O=C1NC(=Nc2ccccc2)c2ccc([N+](=O)[O-])cc21	0	0	4	3	13	5	15	0.96	-2
C/C(=N\NC(=O)c1ccccc1OCc1ccc(F)cc1)c1ccccn1	-2	-7	1	-25	32	-9	-35	0.99	-8
C/C(=N\NC(=O)c1cc2ccccc2cc1O)c1cccs1	-2	-7	5	5	35	8	-14	0.95	-4
CCC1(CC)C(=O)C2=C3C1[C@H](C(=O)OC)CC(C(=O)OC)C[C@H]3[C@H]1C(=O)N(c3ccccc3)C(=O)[C@H]1[C@H]2C (stereo partly drawn)	-4	-14	-2	3	6	2	5	1	1
CCc1ccc2c(c1)C(C)=CC(C)(C)N2	1	-2	10	-1	5	-9	-6	0.9	-3
COCCn1c(C)cc(C(=O)CN2C(=O)NC3(CCCCCC3)C2=O)c1C	-3	-9	-2	-28	15	-13	8	1	1
O=C(Nc1nnc(-c2ccco2)s1)c1ccccc1	1	4	28	25	53*	19	-76	0.72	-2
N#Cc1ccc(C(=O)OCC(=O)N2CCCC2)cc1	-3	2	-7	3	-9	-13	-9	1.1	0
CC(C)(CNC(=O)C1c2ccccc2-c2ccccc21)N1CCOCC1	2	-3	-12	-2	-5	5	13	1.1	-3
CCCn1c(O)c(CN2CCCC(C)C2)c(C)c(C#N)c1=O (stereo not drawn)	0	-4	-8	21	10	15	-8	1.1	-1
CSc1ccc(C(=S)N2CCCC2)cc1	-5	-4	10	-2	14	59*	34	0.9	-3
CCC(=O)Nc1cccc(NC(=S)NC(=O)c2cc3ccccc3o2)c1	5	-3	5	5	28	20	7	0.95	-1
Cc1sc(-c2ccncc2)nc1OC(=O)c1ccccc1	-1	-2	12	3	12	-6	11	0.88	-3
COc1ccc(C2C3=C(CCCC3=O)Nc3nc(SCc4ccc(C(=O)O)cc4)nn32)cc1OC (stereo not drawn)	-2	-11	-8	-16	16	-12	10	1.1	5
NN1C(=O)NC(c2ccccc2)(c2ccccc2)C1=O	0	-4	-9	8	0	3	-17	1.1	-2
COc1ccc(NC(=O)NCc2ccccc2F)cc1OC	-2	-8	2	-9	19	2	2	0.97	-2
CCOc1ccc(NC(=O)c2cc3ccccc3cc2O)cc1	63*	13	7	-34	-7	-1	-2	0.93	-5
COc1ccc([N+](=O)[O-])cc1NC(=O)c1ccc(N2C(=O)CCC2=O)cc1	5	-1	1	0	2	9	-19	0.99	7.8*
O=C(CN1CCN(Cc2ccc(F)cc2Cl)CC1)NCc1ccccc1	1	3	-2	13	28	1	-32	1	-2
COCCN(Cc1ccccc1)C(=S)Nc1ccc(OC(F)F)cc1	-1	-3	6	43*	23	23	8	0.94	1
CCOC(=O)C1(CCCc2ccccc2)CCN(C(=O)c2ocnc2C)CC1	2	3	-3	34	8	24	5	1	-2
CCOC(=O)N1CCC(NCCNC(=O)c2cccs2)CC1	2	-2	6	7	19	2	1	0.94	-1
O=C(CCCCCn1c(=S)[nH]c2ccc(N3CCOCC3)cc2c1=O)NCc1ccc(Cl)cc1	-1	-3	3	17	6	-7	-14	0.97	-3
c1cnc2c(Oc3ncnc4sccc34)cccc2c1	4	-2	0	10	12	7	0	1	2
Cc1cc(-c2nc(C)c(-c3nnc(SCC(=O)Nc4cc(Cl)cc(Cl)c4)n3C)s2)no1	4	4	17	1	3	-14	1	0.83	-3
COc1ccc(-c2ccc(=O)n(Cc3cccc([N+](=O)[O-])c3)n2)cc1	0	-4	10	5	14	-4	4	0.9	-3
COc1cccc(NC(=S)Nc2cc(C)cc(C)n2)c1	4	0	-2	15	36	-14	-26	1	-3
Nc1nonc1-n1nnc(C(=O)N/N=C/c2cc(Cl)ccc2O)c1CN1CCCCCC1	-3	-4	17	35	9	27	-41	0.83	-6
CCOc1ccccc1CN1CCNC(=O)C1CC(=O)NCc1ccccn1 (stereo not drawn)	-3	-7	4	13	3	15	2	0.96	2
COc1ccccc1NC(=O)Cc1nnc(SCC(=O)Nc2nccs2)n1C	-2	-7	2	-14	7	-6	9	0.98	-1
Cc1cc(C(=O)NCCc2ccc(Cl)cc2)no1	-1	-5	-5	-11	8	-2	1	1.1	-2
CCn1c(SCC(=O)Nc2cccc(C(C)=O)c2)nnc1C(C)C	0	-3	-9	11	-1	-6	-9	1.1	-2
Cc1c(Br)c(=O)oc2c(C)c(O)ccc12	3	-3	2	28	24	13	-11	0.97	4
C[C@H](NC(=O)c1ccco1)C(=O)Nc1ccc2c(c1)OCO2	6	-3	-1	13	17	-3	4	1	1
O=C1CN(C(=O)COC(=O)CNS(=O)(=O)/C=C/c2ccccc2)c2ccccc2N1	7	-2	-2	-2	12	10	-5	1	-1
COC(=O)C1CCN(C(=O)COC(=O)Cc2c[nH]c3ccccc23)CC1	-1	2	-10	5	11	2	21	1.1	0
COc1ccc(C(=O)N/N=C/C(C)c2ccccc2)cc1OC (stereo not drawn)	-2	-5	-1	-1	-5	17	0	1	-2
N/C(=N\N=C\c1ccc2c(c1)OCO2)SC1CC(=O)N(c2ccc(C(=O)O)cc2)C1=O (stereo not drawn)	-2	-6	-6	6	-17	-15	2	1.1	-2

Entries of single compounds, looked up by structure:
COc1ccc(C(=O)N/N=C/C(C)c2ccccc2)cc1OC (stereo not drawn) in the list: APOBEC3A inh = -2; A3G deaminase = -5; mIAP inh = -1; tim10-1 inh = -1; NLRP3 yeast inh = -5; TIM10 inh = 17; hIAP block = 0; mIAP act = 1; MIN6 prolif = -2
COCCN(Cc1ccccc1)C(=S)Nc1ccc(OC(F)F)cc1 in the list: APOBEC3A inh = -1; A3G deaminase = -3; mIAP inh = 6; tim10-1 inh = 43*; NLRP3 yeast inh = 23; TIM10 inh = 23; hIAP block = 8; mIAP act = 0.94; MIN6 prolif = 1
Cc1cc(C(=O)NCCc2ccc(Cl)cc2)no1 in the list: APOBEC3A inh = -1; A3G deaminase = -5; mIAP inh = -5; tim10-1 inh = -11; NLRP3 yeast inh = 8; TIM10 inh = -2; hIAP block = 1; mIAP act = 1.1; MIN6 prolif = -2

Next results follow:
SMILES	APOBEC3A inh	A3G deaminase	mIAP inh	tim10-1 inh	NLRP3 yeast inh	TIM10 inh	hIAP block	mIAP act	MIN6 prolif
O=C(NCc1ccncc1)Nc1ccccc1Cl	2	-3	8	2	-12	12	-3	0.92	-1
Cc1ccc(-c2nc3ccccc3nc2Cl)cc1	-5	-5	0	18	1	9	13	1	-1
COc1cc(NC(=O)Cn2cnc3c(OCc4ccccc4)ncnc32)cc(OC)c1OC	-5	-7	-6	14	2	4	-10	1.1	-2
Oc1ccc(-c2cnc3ccccc3n2)cc1	-4	-9	8	5	23	23	14	0.92	0
Cc1oc(-c2cc(F)ccc2F)nc1CN1CCN(c2ncnc3ccccc23)CC1	-4	-3	-10	-1	3	6	-20	1.1	-5
O=c1sc(Nc2ccccc2)nc2ccsc12	-1	-7	3	24	49	20	-3	0.97	-1
Cc1cc(=O)oc2c3c(ccc12)OC/C3=N/N	1	-3	2	-6	-8	-9	-11	0.98	-2
COC(=O)c1cn(NC(=O)C2CCC(C(C)(C)C)CC2)c(=O)c2ccccc12 (stereo not drawn)	6	4	1	9	0	-1	-10	0.99	2
CCn1c(COc2ccc3ccccc3c2C)nnc1SCC(=O)Nc1cccc(C(=O)O)c1	-3	-7	-2	11	8	9	-40	1	-4
CCCCCCCCS(=O)C1CCS(=O)(=O)C1 (stereo not drawn)	-3	-10	-4	14	6	0	-15	1	-2
Cc1[nH]c(C)c(S(=O)(=O)N(C)Cc2ccccc2)c1C(=O)N1CCCCC1	-1	-4	8	19	-6	11	-23	0.92	0
CCN(Cc1ccccc1)C(=O)c1cc(S(=O)(=O)N2CCOCC2)cn1C	-5	-2	-8	-22	5	-1	-6	1.1	0
COc1ccc2[nH]c(=O)c(CNc3ccccc3)cc2c1	2	4	-12	5	9	11	-23	1.1	-5
CC(C)(C)c1ccc(CNC(=O)c2ccc3c(c2)NC(=O)CO3)cc1	-1	-6	-10	-1	8	-18	3	1.1	-4
CCn1c(SCC(=O)Nc2ccc(C)cc2)nnc1-c1ccccn1	-4	-5	-15	-44	2	-36	-10	1.1	-1
CC(C(=O)c1ccc(-c2ccccc2)cc1)[n+]1ccccc1 (stereo not drawn)	-1	-5	5	-12	24	-249	-12	0.95	-4
O=C(Nc1ccccc1)N(Cc1cccs1)C1CCCC1	6	12	-17	35	19	17	-6	1.2	0
